Screening data as filed in PubChem.
TCR CD3 inh: inhibitors of human TCR-CD3 interaction, primary screen, biochemical, fluorescence, TAMRA-labeled TCR probe; T-cell receptor (TCR); inhibition, % at 9.4 µM; actives 0.37% (n = 360,000); in the data active means inhibition above about 19%;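 further: recombinant mutant TCR 2C K166C tagged with TAMRA read by polarization; 0% = receptor in buffer alone and 100% = receptor with positive control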
rCAG RNA binder: binders of r(CAG) RNA repeats, primary screen, biochemical, fluorescence. r(CAG) RNA repeat, TO-PRO-1 dye displacement fluorescence. inhibition, % at 3 µM. actives 1.3% (n = 370,000). AID 651821, 2012;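 active means inhibition above the plate cutoff, the mean of all test compounds on that plate plus 3 SD, cut at about 35% in these data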;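 further: 0% = DMSO alone and 100% = 100 µM mitoxantrone as full dye displacement; higher means more dye released from RNA so lower well fluorescence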
HTRA1 inh: HTRA1 serine protease inhibitors, primary screen, biochemical, fluorescence polarization, HTS | AID 504803, 2011 | recombinant HTRA1, FP-rhodamine activity-based probe | actives 0.5% (n = 340,000) | inhibition, % at 5.96 µM; in the data active means inhibition above about 36%;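 further: 0% = enzyme with DMSO and 100% = wells lacking enzyme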
NR1D1 modulator: modulators of Rev-erb alpha DNA binding, primary screen, biochemical, FITC-DNA, fluorescence polarization, uHTS; Nuclear receptor subfamily 1 group D member 1 (Homo sapiens), P20393; activity, % at 10 µM; Rev-erbα–FITC-DNA binding, 90 min; actives 0.79% (n = 370,000);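 active means activity above about 14%, limit read from the data; passing the limit was not always enough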;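 further: 0% = DMSO wells with 35 nM protein and 100% = DMSO wells with 750 nM protein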
mABHD4 FP: ABHD4 inhibitors, primary screen, biochemical, fluorescence polarization, mouse | (Lyso)-N-acylphosphatidylethanolamine lipase (Mus musculus), Q8VD66 | purified mABHD4, FP-Rh probe fluorescence polarization | inhibition, % at 8.92 µM | actives 0.54% (n = 370,000) | AID 720543, 2013;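 active means inhibition exceeding the mean over every tested compound plus 3 SD, cut at about 30% in these data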;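 further: 0% = plate median of compound wells and 100% = S159A mutant with DMSO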
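assay system = mABHD4 protein | compound dosing = single nominal dose of 8.92 µM, 0.89% DMSO final | read-out basis = percent inhibition of probe binding, normalized to plate controls | schedule = Enzyme–compound pre-incubation 45 min, then probe 60 min, both 25 °C | detection = fluorescence polarization, excitation 525 nm, emission 598 nm, BODIPY TMR filters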
PRMT1 FP inh: PRMT1 methyltransferase inhibitors, primary screen, biochemical, fluorescence polarization | Protein arginine N-methyltransferase 1 (Homo sapiens), Q99873 | recombinant PRMT1, activity-based probe fluorescence polarization | inhibition, % at 2.79 µM | actives 1.3% (n = 370,000);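 active means inhibition above about 21% made by adding two undisclosed values, limit read from the data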
Target sequence (Q99873 whole entry, looked up): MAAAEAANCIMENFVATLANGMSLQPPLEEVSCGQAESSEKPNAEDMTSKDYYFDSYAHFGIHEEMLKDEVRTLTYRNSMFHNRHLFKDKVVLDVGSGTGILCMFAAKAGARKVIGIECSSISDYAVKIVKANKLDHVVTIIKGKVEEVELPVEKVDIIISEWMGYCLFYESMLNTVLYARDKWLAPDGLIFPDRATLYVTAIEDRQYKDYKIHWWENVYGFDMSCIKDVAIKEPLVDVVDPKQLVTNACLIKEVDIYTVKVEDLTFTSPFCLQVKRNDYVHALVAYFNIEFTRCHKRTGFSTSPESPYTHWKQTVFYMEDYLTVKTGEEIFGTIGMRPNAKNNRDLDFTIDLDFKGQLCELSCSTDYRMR
PG9 binder: binders of HIV-1 gp120 antibody PG9, primary screen, biochemical, TR-FRET | HIV-1 gp120 / PG9 antibody interaction | TR-FRET gp120-PG9 antibody binding | inhibition, % at 6.7 µM | actives 0.43% (n = 360,000) | AID 624416, 2012; in the data active means inhibition above about 8.5%
LEDGF integ inh: blockers of LEDGF/p75-dependent integrase strand transfer – biochemical, TR-FRET, high throughput, primary screen | HIV-1 integrase (with human LEDGF/p75) | TR-FRET IN-LEDGF/p75 DNA integration, Eu/Cy5 | inhibition, % at 3.7 µM | actives 0.64% (n = 370,000) | AID 743269, 2014;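 active means inhibition above the screen-wide mean plus 3 SD, cut at about 13% in these data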;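 further: signal is the Cy5 over europium emission ratio at 671 and 618 nm; 0% = plate median of compound wells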
UHRF1 binding: UHRF1 methylated DNA binding inhibitors, primary screen, counter-screen for MBD2 inhibitor project, biochemical, TR-FRET, human UHRF1, single concentration. actives 0.75% (n = 370,000). UHRF1 binding to methylated oligo. E3 ubiquitin-protein ligase UHRF1 (Homo sapiens), Q96T88. inhibition, % at 4.4 µM. AID 687016, 2013; in the data active means inhibition above about 21%;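 further: UHRF1 SRA domain binding a hemimethylated CpG hairpin DNA probe; 0% = median of test compound wells and 100% = reference inhibitor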
MBD2 DNA inh: inhibitors of MBD2 binding to methylated DNA, primary screen, biochemical, TR-FRET, DNA-binding domain, human | Methyl-CpG-binding domain protein 2 (Homo sapiens), Q9UBB5 | MBD2 binding to methylated oligonucleotide | inhibition, % at 4.4 µM | actives 0.31% (n = 370,000) | AID 686964, 2013; in the data active means inhibition above about 13%
Target sequence (Q9UBB5 whole entry, looked up, the tested form may be a part): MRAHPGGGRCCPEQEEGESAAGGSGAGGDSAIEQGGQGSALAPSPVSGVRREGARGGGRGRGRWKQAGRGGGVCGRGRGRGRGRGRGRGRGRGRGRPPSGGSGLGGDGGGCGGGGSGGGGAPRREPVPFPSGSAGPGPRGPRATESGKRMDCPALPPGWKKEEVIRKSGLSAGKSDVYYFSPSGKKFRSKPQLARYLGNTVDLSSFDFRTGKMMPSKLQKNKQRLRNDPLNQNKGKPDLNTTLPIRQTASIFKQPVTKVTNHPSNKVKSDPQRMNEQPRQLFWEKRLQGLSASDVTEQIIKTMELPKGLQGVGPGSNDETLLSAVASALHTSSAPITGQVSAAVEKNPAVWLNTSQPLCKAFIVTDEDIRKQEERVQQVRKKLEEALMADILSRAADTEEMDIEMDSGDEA
An asterisk follows results filed as active; x = not tested or not shown. This is a subset. The share of hits here may be higher or lower than overall.

SMILES	TCR CD3 inh	rCAG RNA binder	HTRA1 inh	NR1D1 modulator	mABHD4 FP	PRMT1 FP inh	PG9 binder	LEDGF integ inh	UHRF1 binding	MBD2 DNA inh
CNS(=O)(=O)c1cccc(C(=O)OCC(=O)c2ccc3[nH]c(=O)[nH]c3c2)c1	10	5	7	-3	4	-2	-2.1	4	-1	-3
O=C(CCc1nc2ccccc2[nH]c1=O)OCC(=O)N1CCc2ccccc21	2	3	-11	2	0	-2	-1.7	-3	-2	-3
COc1ccc(Cn2cc(COC(=O)N3CCCC3)nn2)cc1	x	0	x	-5	5	-4	x	2	3	-2
O=C(COC(=O)c1ccc2c(c1)OCCO2)NCCC1=CCCCC1	6	-7	-6	9	-1	1	-2.0	-4	1	0
Cc1cccc(NC(=O)CNCC(=O)Nc2cccc(C)c2C)c1C	-3	0	8	4	-3	2	2.5	7	0	6
CC1(C)COC(c2cccc([N+](=O)[O-])c2)OC1	2	2	2	3	4	-3	0.1	3	0	-4
CC(C)n1c(CNC(=O)c2ccccc2F)nnc1SCC(=O)NC1CCCCC1	0	46*	-19	-8	7	33*	-5.0	8	6	-8
COCCN(C(=O)COC(=O)Cc1cccc2ccccc12)c1c(N)n(Cc2ccccc2)c(=O)[nH]c1=O	-9	0	-3	-2	-1	0	-0.8	-4	3	2
CN1CCN(c2ccc3c(c2)OC[C@H](Cc2ccccc2)NS3(=O)=O)CC1	10	2	x	3	0	-5	-0.4	-3	1	-3
Cc1nn(C)c(C)c1S(=O)(=O)N(CC(=O)NCCN1CCOCC1)c1ccc(C(C)C)cc1	7	-4	8	-1	6	0	0.3	-2	0	-7
O=C1NC[C@H](CCCCN2C[C@H](Cc3ccc(O)cc3)N(CC3CCCCC3)C(=O)C2=O)N(Cc2ccccc2)C1=O	-4	2	x	0	3	-2	0.3	7	3	3
CCCCOc1ccc(C(O)(CCC)CCN2CCOCC2)cc1 (stereo unspecified)	3	-12	6	-5	-1	0	-1.2	1	-1	5
COCCN(C(=O)c1ccc(OCC(C)C)cc1)c1c(N)n(Cc2ccccc2)c(=O)[nH]c1=O	-9	-5	4	-1	-3	5	1.8	2	4	3
CSc1ccccc1NC(=S)NC1CCCCC1	-3	8	9	2	-4	-1	-0.7	5	1	3
CC(C(=O)N1CCc2ccccc21)N(C)CC(=O)Nc1cccc(F)c1 (stereo unspecified)	3	-1	-4	5	3	-2	0.8	6	-3	-3
CC(C)NC(=O)CN1C(=O)C(C)(C)Oc2ccc(C(=O)NC3CCCCC3)cc21	-3	-3	2	4	-2	-4	0.2	-11	0	4
O=C(CSCc1ccc(F)cc1)Nc1ccccc1	7	0	-5	-6	3	0	-2.1	2	-2	-5
COC(=O)c1cccc(N(C(=O)c2ccco2)C(C(=O)NC2CCCC2)c2ccc(N3CCOCC3)cc2)c1 (stereo unspecified)	-2	-4	-1	-6	-3	-1	-0.5	3	2	-4
NS(=O)(=O)c1ccc(NC(=O)c2ccc(-c3ccccc3)cc2)cc1	3	20	x	3	-51	-1	9.3*	-1	1	6
Cc1nc(-c2ccc(C(=O)Nc3ccccc3F)cc2)cs1	9	-2	-11	10	-4	-1	-2.2	-1	-4	4
O=C(Nc1ccccc1C(=O)O)c1ccc(N2C(=O)C3CC=CCC3C2=O)cc1 (stereo unspecified)	-8	14	-3	1	-10	-4	0.3	-2	1	3
CC(=O)c1c(C)n(C)c2ccc(OC(=O)c3ccco3)cc12	1	1	-2	-3	-5	-1	1.1	2	-2	6
CC(C)NC(=O)c1onc(CSc2ccc(F)cc2)c1C(=O)NC(C)C	3	-10	-1	0	1	3	0.1	1	0	0
O=C(OCc1cccnc1)C1=Cc2ccccc2OC1	0	0	-5	-5	-9	-5	-1.4	10	-7	-4
CCCCc1nc2ccc(S(=O)(=O)O)cc2[nH]1	0	0	-2	3	3	-2	0.8	-1	1	3

(further entries)
SMILES	TCR CD3 inh	rCAG RNA binder	HTRA1 inh	NR1D1 modulator	mABHD4 FP	PRMT1 FP inh	PG9 binder	LEDGF integ inh	UHRF1 binding	MBD2 DNA inh
CCOC(=O)c1nn(-c2cccc(Cl)c2)c2nc(Nc3ccccc3)cc(=O)n12	-1	6	-26	8	-14	2	0.6	-1	-5	-4
Cc1ccc2nc(/C(C#N)=N/O)[nH]c2c1	3	5	3	1	10	-2	-0.6	3	-4	-4
Cc1ccc(-n2ncc3c(=O)[nH]cnc32)c(C)c1	-2	-1	6	-5	5	2	-0.6	-3	1	-4
COc1ccc(NC(=O)C2CCC(=O)N2C(=O)OCc2ccccc2)cc1 (stereo unspecified)	8	-1	2	-2	-5	-3	-1.4	1	-1	-4
COC(=O)/C(=C/c1cccnc1)NC(=O)c1ccccc1	1	3	7	1	4	-5	-1.4	-1	-1	-2
c1ccc(C[C@H]2CN=C(Nc3ccccc3)N2CC2CCCCCC2)cc1	1	4	-7	-2	-4	1	0.6	-2	1	2
Cc1ccc(C(=O)N/N=C/c2c(O)ccc3ccccc23)cn1	15	13	62*	-7	17	-4	-3.0	-1	-4	-4
COc1ccccc1OCCCCn1c(C(C)O)nc2ccccc21 (stereo unspecified)	-1	-7	-2	-3	-3	4	-1.9	-3	0	-2
Cc1ccccc1NC(=O)Cc1nnc(SCC(=O)Nc2ccccc2)n1C	6	-2	0	-4	-3	0	0.1	2	0	-4
CC(=O)n1cc([C@@H]2C=C(C(=O)N3CCN(C)CC3)O[C@H](OCc3ccc(CO)cc3)C2)c2ccccc21	5	-2	-5	2	7	-1	-1.1	-2	-1	-2
O=C(O)Cc1ccc(Oc2ncc(C(F)(F)F)cc2Cl)cc1	3	-1	2	-4	-2	-4	2.1	5	-2	-2
Cc1cccc(C)c1-n1nnnc1C1(C)CCC(=O)N1c1ccc(N2CCOCC2)cc1 (stereo unspecified)	-3	0	x	-8	6	3	0.8	4	23*	12
CC(C)(C)NC(=O)Cn1c(=O)c(=O)n(Cc2ccccc2)c2ccc(Cl)cc21	3	-3	-3	-2	-6	-2	0.2	-4	6	0
CC1(C)CC(NC(=O)c2ccc(Br)o2)CC(C)(C)N1	-3	0	0	-1	-1	2	0.9	0	-1	0
O=C(O)c1ccc(CNC(=O)c2ccccc2NC(=O)c2cccc([N+](=O)[O-])c2)cc1	1	7	6	-4	3	2	-1.0	-2	2	-2
Cc1nc(-c2cccc(Br)c2)ccc1C(=O)O	-3	-2	3	-1	7	4	1.9	-6	3	2
COc1ccc(NC(=O)Nc2ccc(OCC(=O)N3CCOCC3)cc2)cc1OC	8	0	6	-2	8	2	-1.4	3	2	-2
CC1(C)CC(=O)C2=C(C1)N=c1s/c(=C/c3ccc(F)c(F)c3)c(=O)n1C2c1ccc(F)cc1 (stereo unspecified)	-1	3	1	4	-7	2	-1.4	0	-1	4
CS(=O)(=O)Nc1ccc(C(=O)NC2CCCCC2)cc1	-4	-4	5	-7	7	-2	0.3	-2	-2	4
Cc1nc(N2CCOCC2)nc2c1CCCC2	1	-1	9	6	-3	0	-2.5	0	-1	3
Cc1onc(-c2c(Cl)cccc2Cl)c1C(=O)Nc1ccc2c(c1)OCO2	-6	1	-1	1	0	0	0.7	1	-3	0
C=CCn1c(=S)[nH]c2cc(C(=O)Nc3ccc(F)cc3)ccc2c1=O	-2	3	-22	3	-13	6	2.7	3	1	3
OCCCNc1nc(-c2ccc(Cl)cc2)nnc1-c1ccc(Br)cc1	9	0	-29	-2	-33	2	-4.8	1	-4	-4
CCCN(CC(=O)Nc1ccc(F)c(F)c1F)C(=O)Cn1c(=O)cnc2ccccc21	0	0	2	-4	2	1	-1.1	3	-2	0
CC1(C)C2CC=C(/C=N/NC(=S)NCCc3ccccc3)C1C2 (stereo unspecified)	-8	1	-32	-3	-15	0	-1.5	-1	0	-1
COc1cccc(-n2c(C)nnc2SCC(=O)Nc2ccccc2N2CCOCC2)c1	-7	-4	0	-9	3	1	-2.4	1	3	2
Cc1ccc(CN2CC(C(=O)N3CCN(S(=O)(=O)c4ccc(C(C)C)cc4)CC3)CC2=O)cc1 (stereo unspecified)	-8	-4	-6	0	2	2	1.3	-2	-2	-6
O=C(N/N=C/c1ccc(OC(F)F)cc1OC(F)F)c1cccc(S(=O)(=O)N2CCOCC2)c1	2	0	-9	-4	-9	-2	-1.4	0	-5	0
CCN(CC)CCNC(=O)C(=O)NCC1OCCN1S(=O)(=O)c1ccc([N+](=O)[O-])cc1 (stereo unspecified)	7	2	2	5	0	0	0.0	2	1	-7

Of the compounds above, these have an NH in an aromatic ring:
SMILES	TCR CD3 inh	rCAG RNA binder	HTRA1 inh	NR1D1 modulator	mABHD4 FP	PRMT1 FP inh	PG9 binder	LEDGF integ inh	UHRF1 binding	MBD2 DNA inh
CNS(=O)(=O)c1cccc(C(=O)OCC(=O)c2ccc3[nH]c(=O)[nH]c3c2)c1	10	5	7	-3	4	-2	-2.1	4	-1	-3
O=C(CCc1nc2ccccc2[nH]c1=O)OCC(=O)N1CCc2ccccc21	2	3	-11	2	0	-2	-1.7	-3	-2	-3
COCCN(C(=O)COC(=O)Cc1cccc2ccccc12)c1c(N)n(Cc2ccccc2)c(=O)[nH]c1=O	-9	0	-3	-2	-1	0	-0.8	-4	3	2
COCCN(C(=O)c1ccc(OCC(C)C)cc1)c1c(N)n(Cc2ccccc2)c(=O)[nH]c1=O	-9	-5	4	-1	-3	5	1.8	2	4	3
CCCCc1nc2ccc(S(=O)(=O)O)cc2[nH]1	0	0	-2	3	3	-2	0.8	-1	1	3
Cc1ccc2nc(/C(C#N)=N/O)[nH]c2c1	3	5	3	1	10	-2	-0.6	3	-4	-4
Cc1ccc(-n2ncc3c(=O)[nH]cnc32)c(C)c1	-2	-1	6	-5	5	2	-0.6	-3	1	-4
C=CCn1c(=S)[nH]c2cc(C(=O)Nc3ccc(F)cc3)ccc2c1=O	-2	3	-22	3	-13	6	2.7	3	1	3
